Tau fibril ThT: tau fibrillization inhibition (ThT binding). P10636. recombinant tau K18 P301L, heparin-induced fibrillization, ThT fluorescence. Potency, µM (highest dose often 57.4 µM), for inactives: at the top dose activity, negative = inhibition, usual class: inhibitors. 2.1% of 270,000 active; further: on the % scale 0 is the no-effect control and ±100 the full control effect; nearly all actives have a fitted effect of over 55% in size
Target sequence (P10636 561-689 P618L limits assumed): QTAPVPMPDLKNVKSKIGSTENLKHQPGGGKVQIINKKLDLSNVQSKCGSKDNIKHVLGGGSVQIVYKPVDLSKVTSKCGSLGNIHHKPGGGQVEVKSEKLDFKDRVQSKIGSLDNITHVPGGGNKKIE
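Heparin-induced fibrillization of the P301L-mutant K18 repeat-domain fragment of human tau was followed by ThT binding in quantitative high-throughput format.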
SMN2 splice enh: increases expression of the SMN2 splice variant; AID 1458; HEK293 SMN2-luciferase splicing reporter, luminescence, 30-36 h; 2.8% of 210,000 active; Potency, µM (titrated, usually from 46.1 µM), without a hit: at the highest dose activity change, positive = activation, actives largely listed as activators; further: % of control where 0% means no effect; nearly all actives have a fitted effect of over 55% in size
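qHTS luciferase splicing reporter: luminescence rises when SMN2 exon 7 is included in transfected HEK293 cells. Compound exposure lasted 30-36 h at 37C, with 4.5 mM final sodium butyrate as control, followed by a ONE-Glo read.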
ALDH1A1 inh: inhibitors of human aldehyde dehydrogenase 1A1; Purified ALDH1A1, NADH fluorescence, propionaldehyde substrate; Potency, µM (top dose mostly 75.3 µM), for the others: at the top dose activity, negative = inhibition, hits mostly inhibitors; 7.3% of 220,000 active; AID 1030; active means well fitted inhibition curve with a large enough effect, not every such curve was filed as active; inconclusive means small, poorly fitted or top-dose-only effect, or another doubt; inactive means no such curve, though single readings can be large or run the other way;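 further: plate controls were no enzyme wells and a reference inhibitor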
Target sequence (P00352 whole entry, looked up): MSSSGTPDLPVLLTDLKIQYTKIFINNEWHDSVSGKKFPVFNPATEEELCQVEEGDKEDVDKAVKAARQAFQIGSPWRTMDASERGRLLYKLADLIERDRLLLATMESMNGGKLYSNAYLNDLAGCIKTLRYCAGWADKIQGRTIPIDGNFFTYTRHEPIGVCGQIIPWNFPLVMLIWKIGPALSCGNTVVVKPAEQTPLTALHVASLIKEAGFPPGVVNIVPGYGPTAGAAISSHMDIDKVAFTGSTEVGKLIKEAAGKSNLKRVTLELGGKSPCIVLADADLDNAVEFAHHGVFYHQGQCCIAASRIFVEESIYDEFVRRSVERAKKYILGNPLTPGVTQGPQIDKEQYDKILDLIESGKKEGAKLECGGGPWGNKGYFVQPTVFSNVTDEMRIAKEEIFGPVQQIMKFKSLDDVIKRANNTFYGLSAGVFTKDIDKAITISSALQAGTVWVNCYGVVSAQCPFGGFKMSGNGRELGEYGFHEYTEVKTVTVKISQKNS
HttQ103 aggreg: mutant huntingtin aggregation inhibition. PC12 HttQ103-GFP aggregates, Acumen cytometry, 40 h. Potency, µM (top dose mostly 46.1 µM), without a hit: at the highest dose activity change, negative = inhibition, usual class: inhibitors. 1.1% of 220,000 active; further: on the % scale 0 is the no-effect control and ±100 the full control effect; nearly all actives have a fitted effect of over 60% in size
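Read-out: GFP aggregate count by laser scanning cytometer (488 nm excitation, 500-530 nm emission, 1–25 µm objects >6 SD above background). Cells: PC12, inducible HTTex1-Q103-GFP, 100 nM tebufenozide; compounds titrated.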
HTT cytoprotect: cytoprotection in Huntington HTT-Q103 PC12 cell model; PC12 HTT-Q103 induced, cytoprotection, ATP luminescence, 40 h; Potency, µM (series often up to 56.4 µM), for inactives: cytoprotection (ATP increase), most hits filed as activators; 0.14% of 230,000 active; AID 1471;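 further: % of control where 0% means no effect; nearly all actives have a fitted effect of over 45% in size; toxic huntingtin expression switched on by the ecdysone agonist tebufenozide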
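Rat PC12, Q103 Htt exon1-GFP fusion, ecdysone promoter; tebufenozide inducer 100 nM final; compound titration; qHTS, 1500 cells/well; ATPlite luminescent read.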
JMJD2E inh: inhibitors of human JMJD2E histone demethylase | B2RXH2 | JMJD2E catalytic domain, FDH-coupled NADH fluorescence (FDH is formaldehyde dehydrogenase) | Potency, µM (doses to about 57.1 µM), for the others: at the top dose activity change, negative = inhibition, actives largely listed as inhibitors | 1.6% of 230,000 active; active means well fitted inhibition curve with a large enough effect, not every such curve was filed as active; inconclusive means small, poorly fitted or top-dose-only effect, or another doubt; inactive means no such curve, though single readings can be large or run the other way;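 further: 0% = wells with enzyme and -100% = buffer wells without enzyme; nearly all actives have a fitted effect of over 50% in size; many of its hits are not listed in these tables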
Target sequence (B2RXH2 1-337 limits assumed): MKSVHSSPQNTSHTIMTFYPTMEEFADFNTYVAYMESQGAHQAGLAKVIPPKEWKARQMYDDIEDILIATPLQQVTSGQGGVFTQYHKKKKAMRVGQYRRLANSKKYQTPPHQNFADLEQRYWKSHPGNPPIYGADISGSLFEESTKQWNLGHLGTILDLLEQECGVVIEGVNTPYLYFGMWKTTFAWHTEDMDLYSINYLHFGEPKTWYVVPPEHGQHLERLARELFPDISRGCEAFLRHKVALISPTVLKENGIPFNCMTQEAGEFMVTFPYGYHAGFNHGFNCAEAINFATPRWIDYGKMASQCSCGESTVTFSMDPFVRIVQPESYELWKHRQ
Tau fibril FP: inhibitors of human tau fibril formation; P10636; K18 P301L tau heparin fibrillization, Alexa594 FP, 6 h; 0.39% of 280,000 active; Potency, µM (doses to about 57.7 µM), for the others: top-dose activity, negative = inhibition, actives largely listed as inhibitors; AID 1468; further: on the % scale 0 is the no-effect control and ±100 the full control effect; nearly all actives have a fitted effect of over 55% in size
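Recombinant K18 P301L […], labeled with Alexa 594 at 0.24 uM over 15 uM unlabeled; heparin inducer 20 uM final; 37 C, 6 hr; FP endpoint.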
Tau fluor cs: counter-screen for tau fibril formation inhibitors | AID 1463 | 0.93% of 280,000 active | Potency, µM (top dose mostly 57.7 µM), for inactives: at the highest dose activity change, negative = decrease | tau K18 P301L (four-repeat tau fragment) Alexa594 fluorescence, heparin fibrillization; further: on the % scale 0 is the no-effect control and ±100 the full control effect; nearly all actives have a fitted effect of over 55% in size
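Human K18 P301L tau (15 uM unlabeled plus 0.24 uM Alexa 594-labeled, final) in 100 mM sodium acetate pH 7 was mixed with compound and 20 uM heparin and incubated 6 hr at 37 C.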
An asterisk follows results filed as active; ? = inconclusive; / = no result given; & = joins results of further samples; [ ] = remark or other dose. Unless noted, the call rests on the fitted dose curve; in most records, active means well fitted curve in the direction sought with a large enough effect; inconclusive means small, poorly fitted or top-dose-only effect, or another doubt; inactive means no such curve, though single readings can be large; an effect the other way counts as inactive or inconclusive. Potency means the concentration at half of the fitted maximal effect.

Molecule	Tau fibril ThT	SMN2 splice enh	ALDH1A1 inh	HttQ103 aggreg	HTT cytoprotect	JMJD2E inh	Tau fibril FP	Tau fluor cs
CC(=O)Nc1ccc(SCC(=O)OCC(=O)NC(=O)NCCC(C)C)cc1	-2%	/	4%	3%	-51%[inhibitor]	0%	-5%	-14%
O=C(CSc1ccccc1)Nc1cc(Cl)ccc1Oc1ccccc1	-7%	-24%	-24%	6%	16%[10 µM]	3%	-1%	-17%
COc1ccc2c(c1)-c1nc(N)sc1CC2	32µM*	-14%	?	-14%[9.22 µM]	5%[10 µM]	?	?	?
COc1ccc(Nc2nc(-c3ccccc3)nc3ccccc23)cc1S(=O)(=O)N1CCOCC1	/	/	/	-15%[9.22 µM]	-5%[10 µM]	?	25µM*	13µM*[quencher]
CCn1c(CSc2nnc(-c3ccc4c(c3)OCO4)o2)nc2cc(S(=O)(=O)N(C)C)ccc21	-12%	-26%	?	-13%	-5%	?	8%	-7%
COCCNC(=O)COc1ccccc1Cl	-7%	-12%	6%	-5%[9.22 µM]	-1%	1%	4%	3%
CCOc1ccc(CSC(CC(=O)O)C(=O)O)cc1 (stereo unspecified)	-5%	?	?	9%	-9%	1%	-5%	-3%
O=C(NN=C1CCCCCCCCCCC1)c1ccncc1	-4%	-27%	?	6%	-37%[inhibitor]	160%[activator]	-3%	-3%
CCC/C=N/NC(=O)C1COc2ccccc2O1 (stereo unspecified)	-5%	0%	?	15%	-47%[inhibitor]	31%[activator]	-10%	-6%
COc1ccc(Cl)cc1Nc1nc(-c2sc(NC(=O)CC(C)C)nc2C)cs1	?	-26%	?	-15%	-59%[inhibitor]	?	9%	?
COC(=O)c1nn(Cc2ccccc2)c(=O)c2ccccc12	-7%	-6%	-13%	-13%	/	6%	-11%	-18%
COc1ccc(NC(=O)Cn2c(=O)n(-c3ccccc3)c(=O)c3c4c(sc32)CCCC4)c(OC)c1	?	6%	/	/	/	/	-3%	19%
COc1ccc(-c2noc(CCC(=O)NCCN(C)Cc3ccccc3)n2)cc1	-1%	-5%	7%	-4%	-3%	3%	-2%	-4%
CCCN(c1nc(C)cc(OC)n1)S(=O)(=O)c1ccccc1	-2%	2%	6%	1%	3%	8%	-3%	-16%
Cc1ccc(NP(=O)(Nc2ccc(C)cc2)Nc2ccc(C)cc2)cc1	-6%	-4%	-2%	-26%	-6%[10 µM]	-13%	-3%	-13%
COCc1ccc([C@@H]2C[C@H]3CN(Cc4cccnc4)C(=O)[C@]34CCCN24)o1	-3%	/	1%	-28%[9.22 µM]	-18%[10 µM]	-4%	6%	2%
CCOc1ccc(CCNC(=O)Cn2c(C)c3cnn(-c4ccccc4)c(=O)c3c2C)cc1	-3%	-1%	/	/	/	/	3%	-8%
CCOc1c2ccc(C(=O)NCCCCc3ccccc3)cc2nn1CC	4%	-7%	?	24%	3%	-5%	6%	6%
Cc1cc(C(=O)CSc2nnc(-c3cccnc3)n2-c2ccccc2F)c(C)n1C	-12%	-39%[inhibitor]	-14%	-32%	-27%	-7%	-2%	-8%
CCCCNC(=O)CCn1c(=S)[nH]c2cc3c(cc2c1=O)OCO3	-4%	-2%	9%	9%	-28%	-2%	-8%	-6%
Cc1cccc(Nc2nc(N)nc(CCl)n2)c1	-22%	/	/	5%[9.22 µM]	21%[10 µM]	2%	7%	-6%
CCOC(=O)CSc1nnc(CNC(=O)c2ccc([N+](=O)[O-])cc2)n1C	-8%	-2%	4%	7%	16%	2%	10%	3%
Cc1ccc(-c2nc(CSc3nc4ccccc4c(=O)n3CCO)cs2)cc1	-13%	-21%	-2%	-4%	/	-25%	3%	-9%
Cc1cc(C)c2c(CN3CCN(C/C=C/c4ccccc4)CC3)cc(=O)oc2c1	?	-28%	?	3%	-16%	-4%	0%	-11%
Cc1cccc(NC(=S)N(Cc2cccc(Br)c2)CC2CCC(C(=O)O)CC2)c1 (stereo unspecified)	-3%	-8%	?	8%	5%	-4%	-5%	-3%
COc1cc2c(cc1OC)C(=O)Cc1ccc3c(c1CN(C)CC2)OCO3	0%&-14%&5%	-9%	6%&1%&-3%	10%[9.22 µM]	?	?	6%&-11%&6%	-3%&-11%&12%
O=C(Nc1ccccc1)C1=C[C@H](C2CC2)C[C@H](OCCCCO)O1	-17%	/	0%	-1%[9.22 µM]	8%[10 µM]	0%	-7%	-9%
S=c1[nH]nc(COc2ccc(Cl)cc2)n1Cc1ccco1	-5%	-10%	-10%	6%	?	-12%	6%	-15%
CCOC(=O)C(NC(C)=O)(Nc1ccc(S(=O)(=O)Nc2ccncn2)cc1)C(F)(F)F (stereo unspecified)	-13%	18%	-1%	1%	31%[10 µM]	6%	-5%	-2%
COC(=O)c1ccccc1NC(=O)c1cc(-c2ccc(Cl)cc2)on1	-6%	-11%	/	/	/	/	0%	-11%

(more compounds)
Molecule	Tau fibril ThT	SMN2 splice enh	ALDH1A1 inh	HttQ103 aggreg	HTT cytoprotect	JMJD2E inh	Tau fibril FP	Tau fluor cs
CS(=O)(=O)c1ccccc1C(=O)Nc1nc2ccccc2[nH]1	-5%	/	/	-12%[9.22 µM]	-7%[10 µM]	1%	4%	3%
CCCCN(C)CCNC(=O)c1cc(-c2ccc(Cl)s2)nc2ccccc12	2%	0%	/	/	/	/	?	?
Cc1cccc(C)c1NS(=O)(=O)c1ccc2c(c1)C(=O)c1ccccc1C2=O	-11%	-32%[inhibitor]	-1%	1%	32%[10 µM]	9%	10%	-21%
CCCCCC(=O)NC(=S)NC1C2CC3CC(C2)CC1C3 (stereo unspecified)	-5%	/	/	-10%[9.22 µM]	-4%[10 µM]	-3%	-2%	-12%
Cc1cc(C)c2c(=O)[nH]c(SCC(=O)c3ccc(C(C)C)cc3)nc2n1	?	1%	-4%	-21%	-6%	8%	-10%	-12%
O=C(CSCc1cc(=O)[nH][nH]1)Nc1ccc(F)cc1	?	/	0%	-3%	-11%	?	-9%	-26%
COC(=O)CC1Oc2ccc(F)cc2-n2cc(-c3ccc(C)cc3)nc21 (stereo unspecified)	-7%	-13%	/	/	/	/	?	-19%
COC/C=C/C1=CC2=CC(=O)C(C)(OC(=O)c3cnc4ccccc4n3)C(=O)C2=CN1C(CO)CO (stereo unspecified)	?	3%[9.22 µM]	12%[13.5 µM]	19%[9.22 µM]	-5%&25%[10 µM]	?	-2%[11.6 µM]	-6%[11.6 µM]
C#CCNC(=O)C1=C[C@H](c2cn(C(C)=O)c3ccccc23)[C@@H](CCCO)[C@H](OCC)O1	3%	/	-5%	-13%[9.22 µM]	-16%[10 µM]	5%	2%	7%
CSc1nc2ccccc2c(=O)n1C1CCOC(C)(C)C1 (stereo unspecified)	0%	-15%	10%	-19%	-50%[inhibitor]	0%	2%	-4%
CCCCCCC(=O)N=Nc1c(O)[nH]c2ccc([N+](=O)[O-])cc12	-18%	-10%	-1%	16%	/	14%	1%	-26%
CC(=O)Nc1ccc(Oc2cc(C#N)c(C#N)cc2N2CCOCC2)cc1	-3%	2%	-14%	18%	7%	9%	-3%	-2%
CCN(C(=O)COC(=O)c1cc(S(=O)(=O)N2CCc3ccccc32)ccc1OC)C1CCS(=O)(=O)C1 (stereo unspecified)	4%	20%	-4%	15%[9.22 µM]	-11%	-4%	-2%	-4%
CN1C(=O)CSc2ccc(C(=O)O)cc21	-13%	-4%	-6%	-9%	18%	9%	-4%	-6%
COc1ccc(C(=O)N2CC3(C)CC2CC(C)(C)C3)cc1OC (stereo unspecified)	-1%	-22%	-15%	-17%	-3%[10 µM]	-1%	1%	-2%
CCCS(=O)(=O)N1CCC(C(=O)NCCCOC)CC1	-1%	-7%	3%	19%	1%	2%	-5%	-1%
COc1cccc(OCCCCCCN2CCOCC2)c1	-16%	-9%	4µM*	-18%[9.22 µM]	30%	4%	-9%	-11%
Cn1c(CN2CCCCC2)nc2cc(NC(=O)c3cccc(Br)c3)ccc21	-7%&-22%	-54%&-62%[inhibitor]	0%	7%	-21%	4%	0%&-8%	-8%&-21%
CCc1ccc(OCC(=O)N/N=C/c2cc([N+](=O)[O-])ccc2N2CCCCCC2)cc1	?	-17%	?	-7%	7%[10 µM]	-1%	10%	-28%
CC1CCCN(CCOCCSc2ccccc2)C1 (stereo unspecified)	-5%	18%	-9%	-10%	-9%[10 µM]	?	-6%	0%
COCCNC(=O)c1cccc(C)c1[N+](=O)[O-]	3%	8%	3%	0%	17%[10 µM]	8%	-9%	-3%

Record cards (already shown). Order of screens: Tau fibril ThT	SMN2 splice enh	ALDH1A1 inh	HttQ103 aggreg	HTT cytoprotect	JMJD2E inh	Tau fibril FP	Tau fluor cs
Record of CC(=O)Nc1ccc(SCC(=O)OCC(=O)NC(=O)NCCC(C)C)cc1 = -2%	/	4%	3%	-51%[inhibitor]	0%	-5%	-14%
Record of CCCN(c1nc(C)cc(OC)n1)S(=O)(=O)c1ccccc1 = -2%	2%	6%	1%	3%	8%	-3%	-16%
Record of Cc1cccc(Nc2nc(N)nc(CCl)n2)c1 = -22%	/	/	5%[9.22 µM]	21%[10 µM]	2%	7%	-6%
Record of CCOc1ccc(CCNC(=O)Cn2c(C)c3cnn(-c4ccccc4)c(=O)c3c2C)cc1 = -3%	-1%	/	/	/	/	3%	-8%
Record of COC(=O)c1ccccc1NC(=O)c1cc(-c2ccc(Cl)cc2)on1 = -6%	-11%	/	/	/	/	0%	-11%

Not all compounds are listed, so the mix of outcomes need not match the whole.
